# From PubChem BioAssay
# TAAR1 antagonist: human TAAR1 antagonists, primary screen, Fluo-8 calcium fluorescence, CHO RD-HGA16 cells; Trace amine-associated receptor 1 (Homo sapiens), Q96RJ0; antagonist; inhibition, % at 3 µM; actives 1.5% (n = 360,000);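 active means inhibition above a per-plate cutoff, the mean inhibition of test compounds on that plate plus 3 SD, cut at about 49% in these data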;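 further: 0% = DMSO plus EC80 beta-PEA response and 100% = DMSO alone without agonist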
#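 test system = CHO RD-HGA16 cells bearing hTAAR1 | replication = singlicate | controls = DMSO-only wells and EC80 β-PEA-stimulated wells | reagent = EC80 β-phenethylamine stimulus | read-out basis = percent inhibition of PEA-evoked calcium signal, max/basal emission ratio | schedule = seeding 17-24 h prior, 75-min 37 °C, 30-min RT dye loading | signal = kinetic Fluo-8 calcium fluorescence measurement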
# M1 ag: human M1 muscarinic receptor agonists, primary screen, Fluo-8 calcium fluorescence, CHO-K1 cells, HTS | Muscarinic acetylcholine receptor M1 (Homo sapiens), P11229 | CHO-K1 hM1, agonist mode; 0% DMSO, 100% acetylcholine EC100 | activation, % at 3 µM | actives 0.33% (n = 360,000);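 active means activation above the run's mean compound activation plus 3 SD, cut at about 16% in these data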;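 further: peak over basal fluorescence ratio within a 140 s kinetic read after compound addition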
# Target sequence (P11229 whole entry, looked up): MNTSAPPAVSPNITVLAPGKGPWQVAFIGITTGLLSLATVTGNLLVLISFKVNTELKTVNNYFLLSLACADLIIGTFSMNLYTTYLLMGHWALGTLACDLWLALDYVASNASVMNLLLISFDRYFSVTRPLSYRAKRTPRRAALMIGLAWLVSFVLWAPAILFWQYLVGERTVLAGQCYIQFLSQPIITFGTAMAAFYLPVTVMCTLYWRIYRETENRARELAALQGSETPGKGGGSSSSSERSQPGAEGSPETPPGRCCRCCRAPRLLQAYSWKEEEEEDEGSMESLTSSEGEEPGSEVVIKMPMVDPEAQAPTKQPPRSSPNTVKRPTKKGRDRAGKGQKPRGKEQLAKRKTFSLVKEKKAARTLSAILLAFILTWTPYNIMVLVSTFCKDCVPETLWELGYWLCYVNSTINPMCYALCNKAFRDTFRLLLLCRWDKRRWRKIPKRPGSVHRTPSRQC
# CHO-K1 Ca ag: counter-screen for M1 agonists: effect in parental CHO-K1 cells; Fluo-8 calcium fluorescence; scaled to maximal ATP response, vehicle zero; activation, % at 3 µM; actives 0.48% (n = 360,000); AID 602248, 2012; in the data active means activation above about 15%;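 further: untransfected CHO-K1 host cells lacking M1 receptor as counterscreen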
# M1 PAM parental: nonselective calcium activators in parental CHO-K1 cells, primary screen, counter-screen for M1 PAM project, cell-based, Fluo-8 calcium fluorescence, full deck, 1536-well | ATP EC20; 0% at ATP EC20, 100% at ATP max | activation, % at 3 µM | actives 0.02% (n = 360,000) | AID 602247, 2012;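 active means activation above the run cutoff, the mean activation of all test compounds plus 3 SD, cut at about 40% in these data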;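 further: peak over basal fluorescence ratio in a 140 s read after ATP addition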
# OXTR potentiate: human OXTR potentiators, primary screen, fluorescence, CHO-OTR cells, Fluo-8 calcium. activation, % at 3 µM. actives 0.061% (n = 320,000). Fluo-8 calcium fluorescence, potentiator mode; 0% = oxytocin EC15, 100% = EC100;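 active means activation above that plate's cutoff, the mean activation of tested compounds plus 3 SD, cut at about 6.6% in these data, passing the limit was not always enough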;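 further: 100% uses oxytocin at 75 nM as the full agonist control; some results filed as inactive read as strong as hits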
# Target sequence (P30559 whole entry, looked up): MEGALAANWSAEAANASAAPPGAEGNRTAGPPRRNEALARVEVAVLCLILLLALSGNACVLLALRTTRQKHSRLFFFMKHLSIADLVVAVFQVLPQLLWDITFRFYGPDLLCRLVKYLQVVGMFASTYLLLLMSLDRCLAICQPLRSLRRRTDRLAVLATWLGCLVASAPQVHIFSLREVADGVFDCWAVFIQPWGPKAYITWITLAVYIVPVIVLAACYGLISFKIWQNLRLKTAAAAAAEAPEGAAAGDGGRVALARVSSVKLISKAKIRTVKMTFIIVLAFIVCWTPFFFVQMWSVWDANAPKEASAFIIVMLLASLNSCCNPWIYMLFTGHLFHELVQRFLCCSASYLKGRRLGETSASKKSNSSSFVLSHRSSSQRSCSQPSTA
#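 test system = CHO-OTR cells, human receptor | compound = single-point 3.0 µM | schedule = 6 min compound pre-incubation at room temperature, 100 s kinetic read | signal = Fluo-8 no-wash calcium dye fluorescence, excitation 470-495 nm, emission 515-575 nm | repeats = single well per compound, singlicate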
# CHO parental Ca: ATP-evoked calcium signal inhibitors, parental CHO, primary screen, counter-screen for OX1R antagonist project, cell-based, fluorescence, Fluo-8 calcium dye | parental CHO-K1, ATP-induced calcium, Fluo-8 fluorescence | inhibition, % at 5.6 µM | actives 0.63% (n = 330,000) | AID 463079, 2010;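 active means inhibition above that plate's mean sample inhibition plus 3 SD, cut at about 26% in these data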;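 further: 0% = ATP-challenged DMSO wells and 100% = DMSO wells without ATP; some compounds past the cut are filed as inactive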
#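 Assay system – parental CHO cells · Reagent – ATP stimulus · Detection – intracellular calcium via Fluo-8 no-wash fluorescent dye · Evaluation – percent inhibition of ATP-evoked calcium rise, normalized to controls · Controls – ATP wells versus no-ATP DMSO wells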
# CHRM1 antagonist: human M1 muscarinic receptor antagonists, primary screen, CHO-K1 cells, Fluo-8 calcium fluorescence, 1536-well; Muscarinic acetylcholine receptor M1 (Homo sapiens), P11229; CHO-K1 hM1, ACh EC80 antagonist; inhibition, % at 3 µM; actives 1.3% (n = 360,000);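 active means percent inhibition above its own plate's cutoff, namely the mean of that plate's compound wells plus 3 SD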;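 further: peak over basal fluorescence ratio during 140 s after agonist addition; 0% = ACh EC80 plus DMSO and 100% = DMSO alone without agonist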
# CHO-K1 Ca antag: nonselective inhibitor or artifact in parental CHO-K1 cells. actives 0.6% (n = 360,000). inhibition, % at 3 µM. ATP-induced calcium, Fluo-8 fluorescence;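 active means inhibition above a per-plate cutoff, the plate's mean sample inhibition plus 3 SD, cut at about 24% in these data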;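 further: 0% = DMSO plus EC80 ATP and 100% = DMSO alone without ATP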
# TAAR1 ag: human TAAR1 agonists, primary screen, Fluo-8 calcium fluorescence, CHO RD-HGA16 cells; Trace amine-associated receptor 1 (Homo sapiens), Q96RJ0; vehicle wells 0%, saturating PEA agonist 100%; activation, % at 3 µM; actives 0.99% (n = 360,000);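 active means activation above the mean activation of all test compounds in the run plus 3 SD, cut at about 38% in these data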
#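 Assay system – CHO-derived RD-HGA16 cells with stable Gα16 and human TAAR1 · Compound dosing – one-point dosing at 3 µM (nominal) · Incubation – 17-24 h seeding, 75 min 37 °C dye, 30 min RT · Measured by – kinetic Fluo-8 calcium fluorescence · Control set – DMSO vehicle as 0%, PEA at EC100 as 100% · Repeats – single well for each compound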
# Active calls of the source: *; nt = not tested or not shown.
SMILES,TAAR1 antagonist,M1 ag,CHO-K1 Ca ag,M1 PAM parental,OXTR potentiate,CHO parental Ca,CHRM1 antagonist,CHO-K1 Ca antag,TAAR1 ag
CC(C)C[C@@H](CN)NC(=O)c1nc[nH]c1C(=O)N[C@@H](CC(C)C)C(=O)CNC[C@H](C)NC(=O)c1nc[nH]c1C(=O)N[C@@H](CC(=O)O)C(=O)O,7,-2,0.1,3,nt,nt,-9,-2,2
O=C(NCCCc1ccccc1)Nc1ccccc1,6,-4,2.9,10,11,1,-11,-8,4
O=C(COC(=O)/C=C/c1ccc(F)cc1)NC1CCS(=O)(=O)C1 (stereo not given),3,-1,0.3,-13,nt,nt,-11,-10,1
CCCCC(C)n1[nH]c(=O)cc1N (stereo not given),-5,-4,-0.1,1,2,-11,15,-4,1
COc1cc(CN(C(=O)c2cccs2)C2CCS(=O)(=O)C2)cc(OC)c1OC (stereo not given),-32,0,0.2,-2,-6,-8,-8,-3,2
CCC(=O)Nc1nnc(S(=O)(=O)N2CCCc3ccccc32)s1,-6,-10,2.0,17,-7,-8,4,0,0
O=C(CCc1ccc(S(=O)(=O)N2CCOCC2)cc1)NCCc1ccccn1,-2,-7,0.6,20,-3,0,-6,-5,3
Cc1ccc(NC(=O)C2(C)CCN2C2Cc3ccccc3C2)cc1 (stereo not given),-37,-6,0.2,16,nt,nt,-8,-10,-1
COc1cc(-c2nc3ccc(C)cn3c2NCc2ccccc2)ccc1-c1cccc(Cl)c1,22,-4,0.4,9,-7,-8,5,-5,4
COc1cc2c(cc1OC)C(C(=O)Nc1ccccn1)C(c1cccnc1)N(C)C2=O (stereo not given),-2,-3,0.6,17,-4,2,-5,-11,11
O=C(COc1ccc(Cl)cc1Cl)Nc1ccc(C(=O)Nc2ccccc2C(=O)O)cc1,-49,1,-0.1,3,-9,-11,-18,-3,0
Cc1cc(F)ccc1S(=O)(=O)NCC1CC2CCC1C2 (stereo not given),2,-5,1.8,0,-16,11,2,-16,4
CCOCCCNC(=O)C1CCN(S(=O)(=O)N2CC(C)CC(C)C2)CC1 (stereo not given),2,-3,0.3,-4,6,-4,-9,-9,5
O=C(CSc1nc2ccccc2c(=O)n1-c1ccc(Cl)c(Cl)c1)Nc1ccc2c(c1)CCC2,-23,0,-0.3,-7,nt,nt,8,-1,2
Cn1cnc(S(=O)(=O)NC2CCN(Cc3c(F)cccc3Cl)CC2)c1,-17,-3,0.7,7,-3,-3,1,9,4
Nc1nc(Nc2cccc(Cl)c2)nc(NCCO)c1[N+](=O)[O-],-12,1,0.8,26,4,-21,-9,-18,5
COC(=O)c1ccc(Oc2nc(C)cc(Oc3ccccc3)n2)cc1,-14,-2,0.2,-4,-4,-25,17,2,12
O=C(CSCC(=O)N1CCOCC1)Nc1nc(-c2ccccc2)cs1,-5,1,4.2,8,-2,-8,-22,-9,4
COC(=O)C1=C(N)N(c2ccc(F)cc2)C2=C(C(=O)CCC2)C1c1ccc2c(c1)OCO2 (stereo not given),-11,-3,0.5,16,-2,-21,-16,0,6
C/C(Cl)=C/Cc1c(C)[nH]c2ccc(C)cc2c1=O,-4,-3,0.3,12,-4,-4,-3,-8,8

# Reprinted from the part before: 2 entries, followed by the next part.
SMILES,TAAR1 antagonist,M1 ag,CHO-K1 Ca ag,M1 PAM parental,OXTR potentiate,CHO parental Ca,CHRM1 antagonist,CHO-K1 Ca antag,TAAR1 ag
COC(=O)C1=C(N)N(c2ccc(F)cc2)C2=C(C(=O)CCC2)C1c1ccc2c(c1)OCO2 (stereo not given),-11,-3,0.5,16,-2,-21,-16,0,6
C/C(Cl)=C/Cc1c(C)[nH]c2ccc(C)cc2c1=O,-4,-3,0.3,12,-4,-4,-3,-8,8
O=C1/C(=N\S(=O)(=O)c2cccs2)C([n+]2ccccc2)=C([O-])c2ccccc21,-30,-7,0.3,3,-1,-8,3,7,2
CN(C)S(=O)(=O)c1ccc2c(c1)/C(=C/c1cc3c([nH]1)CCCC3)C(=O)N2,43,9,5.6,18,-12,36*,-5,0,21
O=C(Nc1cccc(F)c1)Nc1ccnn1C1CCN(C(=O)c2ccccn2)CC1,-24,-1,0.2,-5,-3,0,1,7,5
N#CC1=C2N=C(N)c3ccccc3N2C2=C(C(=O)CCC2)C1c1ccc(Cl)cc1 (stereo not given),4,-2,0.5,12,-19,-2,0,3,3
COc1cccc(/C=C/C(=O)OCC(=O)NCCc2ccccc2)c1,4,-4,0.0,7,-17,-8,5,6,0
Cc1noc(C)c1S(=O)(=O)N(CC(=O)NCCc1ccccc1)c1ccc(C(C)C)cc1,-14,-3,0.4,10,-4,-24,-7,-9,1
Cc1ccc(C(=O)NCC(=O)OCC(=O)Nc2cc(S(=O)(=O)N3CCOCC3)ccc2C)cc1,-22,-2,0.6,3,6,-14,-11,-2,3
O=C(NNC(=O)c1ccccc1OCc1ccccc1)c1ccccc1F,7,-7,12,-7,-7,-13,2,21,4
COc1cc(/C=N/Nc2nc(Nc3ccccc3)nc(N3CCOCC3)n2)ccc1OC(=O)c1ccco1,38,-9,0.9,1,-2,0,7,5,7
CC(=O)[C@@]1(O)CCC2C3C=CC4=CC(=O)CC[C@]4(C)C3CC[C@@]21C (stereo not given in full),-5,-4,1.1,19,-6,0,-14,-18,3
CC(C)NC(=O)C1Cc2c(-c3ccccc3Oc3ccccc3)ccnc2O1 (stereo not given),-3,-2,0.9,15,nt,nt,-5,1,1
CCOc1ccc(NC(=S)Nc2cccnc2)cc1,-3,-6,0.9,12,-18,-1,-4,-14,2
COc1ccc(S(=O)(=O)N2CCCC(C(=O)O)C2)cc1Cl (stereo not given),6,3,3.5,14,-2,-5,-25,5,4
CCONC(=O)Nc1ccccc1,-5,-7,0.9,20,-1,-2,-9,-4,3
CCOC(=O)c1ccc(NC(=O)C2(c3ccccc3)CCCC2)cc1,16,-3,1.6,21,0,-19,3,-10,23
CCOC(=O)c1cc2c(ccn2-c2ccc(F)cc2)n1CC(=O)N1CCN(C(=O)c2ccco2)CC1,-6,3,5.7,11,-15,-13,-14,3,3
COc1ccc(C(=O)NCc2csc(C)n2)cc1OC1CCN(C(C)=O)CC1,-28,-1,0.5,12,-7,2,-8,-9,3
COC(=O)C1=C(C)NC(=O)/C1=C\c1cc(C)n(-c2ccc(F)cc2)c1C,5,-8,2.1,22,-6,-24,-4,-10,25
O=C(CNc1ccccc1)N/N=C/c1ccc([N+](=O)[O-])o1,-15,-4,5.8,-5,-4,-6,2,13,3
CCc1ccc2[nH]c(=O)c(CN(Cc3nnnn3C3CCCC3)C3CCCCC3)cc2c1,-13,-9,-0.2,7,-1,-28,8,-6,4

# Rewritten with bars between the fields: entries from further up
structure | TAAR1 antagonist | M1 ag | CHO-K1 Ca ag | M1 PAM parental | OXTR potentiate | CHO parental Ca | CHRM1 antagonist | CHO-K1 Ca antag | TAAR1 ag
CCONC(=O)Nc1ccccc1 | -5 | -7 | 0.9 | 20 | -1 | -2 | -9 | -4 | 3
CCOC(=O)c1ccc(NC(=O)C2(c3ccccc3)CCCC2)cc1 | 16 | -3 | 1.6 | 21 | 0 | -19 | 3 | -10 | 23
CCOC(=O)c1cc2c(ccn2-c2ccc(F)cc2)n1CC(=O)N1CCN(C(=O)c2ccco2)CC1 | -6 | 3 | 5.7 | 11 | -15 | -13 | -14 | 3 | 3

# Further structures follow.
SMILES,TAAR1 antagonist,M1 ag,CHO-K1 Ca ag,M1 PAM parental,OXTR potentiate,CHO parental Ca,CHRM1 antagonist,CHO-K1 Ca antag,TAAR1 ag
COc1ccc(-c2c(C)nc3c(-c4ccsc4)cnn3c2N)cc1,9,-5,2.5,8,-9,-5,8,-7,4
COc1ccc(-n2c(=O)c(CCC(=O)NCCc3ccccc3F)nc3ccccc32)cc1,-16,-5,5.7,19,-4,-19,-6,-15,5
CCCCC(=O)Nc1ccc(N2CCCC2)cc1,-20,-5,0.1,7,-8,-21,2,-8,-2
CC(C)c1ccc(NC(=O)/C(C#N)=C/c2ccncc2)cc1,1,0,0.3,6,-9,4,3,-6,0
Nc1nc(Cl)cc(Sc2ccc(F)cc2)n1,-27,-2,0.9,21,-5,-16,-12,-19,23
Cn1c(CC(=O)Nc2ccc(F)cc2)c(Sc2ccccc2)c2ccccc21,5,-8,-0.1,8,-12,-15,-7,8,8
Cn1cc(CCC(=O)N2CCCC(CCC(=O)NCc3ccc(F)c(F)c3)C2)cn1 (stereo not given),1,-11,0.5,19,-11,-19,-12,-5,4
O=C(Nc1cccc2cccnc12)c1cccc(N2C(=O)CCC2=O)c1,13,-2,1.4,14,-1,-4,-7,-4,5
Cc1ccc2nc(Cl)c(/C=C/C(=O)c3ccco3)cc2c1,-18,-3,0.5,-22,-1,-14,10,9,-2
COc1ccc(NC(=O)c2csc3c2CCCCC3)c(OC)c1,3,-6,0.6,27,-9,-23,4,-15,18
Cc1occc1C(=O)N/N=C/c1c(O)ccc2ccccc12,6,3,2.9,9,-10,-7,-20,2,3
CN1CCc2c(sc3c2C(=O)NC(c2cccc(OC(=O)c4cccs4)c2)N3)C1 (stereo not given),6,0,9.5,6,-9,8,4,11,1
COc1ccc(CCNC(=O)C(=O)c2cn(CC(=O)N3CCCC3)c3ccccc23)cc1OC,-9,-1,2.0,19,nt,nt,-1,-16,4
CN(C)c1ccc(CNC(=O)CN(C)S(=O)(=O)c2cccc3cccnc23)cc1,-4,-11,0.8,14,-9,0,-3,2,-1
CC1CCC(NC(=O)CN2C(=O)c3ccccc3S2(=O)=O)CC1 (stereo not given),-15,-5,0.4,1,-8,-20,-5,-13,8
O=C(Nc1ccccc1)N1CCC(C(=O)N2CCN(c3ccccc3F)CC2)CC1,-5,-3,0.2,-13,0,-12,-4,-13,2
Cc1ccc(S(=O)(=O)N2CCCCC2C)cc1[N+](=O)[O-] (stereo not given),-11,-4,-0.3,-15,-9,-11,2,6,7
Cc1onc(-c2ccccc2)c1C(=O)N/N=C/c1ccco1,0,-5,0.6,15,3,-8,-7,-5,2
